POLK inh: qHTS for Inhibitors of Polymerase Kappa; DNA polymerase kappa (Homo sapiens), Q9UBT6; purified Pol kappa, fluorescent DNA synthesis assay, 10 min; Potency, µM (series often up to 107 µM), for inactives: at the highest dose activity, negative = inhibition, most hits filed as inhibitors; actives 0.53% (n = 400,000); AID 588579, 2011; note: potency is the fitted concentration of half-maximal effect; % is set by controls: 0 for no effect and ±100 for the full control effect
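Here, compound and 10 nM enzyme are combined for 15 min at room temperature; adding 50 nM substrate (final) starts DNA synthesis, tracked by fluorescence at 0 and 10 min against buffer-only wells.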
TRHR ag: qHTS for Small Molecule Agonists and Allosteric Enhancers of Human TRH Receptor: Primary Screen for Agonists; Thyrotropin-releasing hormone receptor (Homo sapiens), P34981; TRHR cells, calcium flux fluo-8, FDSS agonist mode; activation, % at 2 µM; actives 0.18% (n = 360,000); in the data active = activation above about 30%; note: 0% is about no effect
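Steps: seed TRHR cells overnight; add fluo-8 no-wash Ca dye, RT 30 min–1.5 h; record 10 s baseline; pin-transfer compounds; monitor fluorescence 1 cycle/s for the agonist window. Calcium increases flag candidate agonists.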
BLM helicase inh: qHTS Assay for Inhibitors of Bloom's syndrome helicase (BLM); RecQ-like DNA helicase BLM (Homo sapiens), P54132; recombinant BLM DNA unwinding, fluorescence dequenching; Potency, µM (titrated, usually from 56.1 µM), for inactives: at the top dose activity change, negative = inhibition, actives largely listed as inhibitors; actives 0.2% (n = 350,000);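 note: potency is the fitted concentration of half-maximal effect; plate controls were vehicle for no effect and no enzyme for full effect; nearly all actives have a fitted effect of over 35% in size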
Apoferritin bind: qHTS Assay for Identification of Novel General Anesthetics; Ferritin light chain (Equus caballus), P02791; apoferritin/1-aminoanthracene competitive binding, fluorescence; Potency, µM (titrated, usually from 77.5 µM), for the others: at the highest dose activity change, negative = displacement, actives largely listed as inhibitors; actives 0.074% (n = 350,000); AID 485281, 2010; note: potency is the fitted concentration of half-maximal effect; % is set by controls: 0 for no effect and ±100 for the full control effect; nearly all actives have a fitted effect of over 20% in size
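Steps: apoferritin (10 uM) was premixed with half-saturated 1-AMA in PBS, compounds were pin-transferred, plates stood 10 min at room temperature, fluorescence was read at 380/535 nm, and curves were fitted with a Hill equation.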
APEX1 inh: qHTS Assay for Inhibitors of the Human Apurinic/apyrimidinic Endonuclease 1 (APE1) | Potency, µM (doses to about 65.8 µM), for inactives: at the top dose activity change, negative = inhibition, actives largely listed as inhibitors | actives 0.35% (n = 350,000) | recombinant APE1, TAMRA/BHQ-2 abasic DNA cleavage fluorescence | DNA repair nuclease/redox regulator APEX1 (Homo sapiens), P27695;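 note: potency is the fitted concentration of half-maximal effect; plate controls were vehicle for no effect and reference inhibitor for full effect; nearly all actives have a fitted effect of over 55% in size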
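Endonuclease cleavage of a quenched abasic-site DNA duplex (50 nM) by APE1 (0.75 nM) was tracked by TAMRA dequenching. Compounds were preincubated with enzyme 15 min at room temperature; data normalized to buffer-only and DMSO wells plus NSC13755 control.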
Pol iota inh: qHTS for Inhibitors of Polymerase Iota; AID 588590, 2011; DNA polymerase iota (Homo sapiens), Q9UNA4; Pol iota fluorescent replication assay, 10 min; actives 1% (n = 390,000); Potency, µM (top dose mostly 115 µM), for the others: at the highest dose activity, negative = inhibition, usual class: inhibitors; note: potency is the fitted concentration of half-maximal effect
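Pol iota at 10 nM preincubated 15 min with compounds at room temperature; reaction started with fluorescent substrate, 50 nM final. Fluorescence read kinetically at 0 and 10 min; buffer-only wells as negative control.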
ALOX12 inh: Primary qHTS assay for inhibitors of human arachidonate 12S-lipoxygenase (ALOX12): Round 2 | Polyunsaturated fatty acid lipoxygenase ALOX12 (Homo sapiens), P18054 | actives 1.1% (n = 580,000) | Potency, µM (series often up to 108 µM), without a hit: at the highest dose activity change, negative = inhibition, usual class: inhibitors | AID 1671190, 2021 | purified 12hLO, xylenol orange hydroperoxide absorbance; note: potency is the fitted concentration of half-maximal effect; % is set by controls: 0 for no effect and ±100 for the full control effect
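Purified human 12hLO (150 nM final) in 25 mM Hepes, 0.01% Triton X-100, pH 7.0 was preincubated 15 min at room temperature with compound. Then 40 uM arachidonic acid was added, 30 min. Hydroperoxide was read by Fe-XO absorbance ratio 573/405 nm.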
POLB inh: qHTS Assay for Inhibitors of DNA Polymerase Beta; P06746; Pol beta primer extension/strand displacement, fluorescence kinetic; Potency, µM (titrated, usually from 114 µM), for inactives: at the highest dose activity change, negative = inhibition, most hits filed as inhibitors; actives 1.3% (n = 340,000); note: potency is the fitted concentration of half-maximal effect; % is set by controls: 0 for no effect and ±100 for the full control effect
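Pol beta (10 nM) and compounds were preincubated 15 min at room temperature, then 50 nM substrate (final) started primer extension/strand displacement. Reads were taken at 0 and 10 min; concentration-response data were fitted to a four-parameter Hill equation.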
ERG Ets-DNA blk: qHTS for Small Molecule Inhibitors of the ERG Ets/DNA interaction; actives 0.028% (n = 370,000); fluorescence polarization, His-ERG Ets domain / labelled DNA; Potency, µM (series often up to 76.9 µM), without a hit: at the highest dose FP activity, negative = inhibition, usual class: inhibitors; AID 624246, 2012; active = well fitted inhibition curve with a large enough effect in the polarisation, with a control signal flat; inconclusive = small, poorly fitted or top-dose-only effect, or effect the other way, or a change in a side signal; inactive = no such curve, though single readings can be large or run the other way; the % refers to the polarisation;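 note: polarization taken with two DNA probes labelled with fluorescein and Texas red; potency is the fitted concentration of half-maximal effect; % of control where 0% means no effect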
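His-tagged ERG Ets domain (1 uM in the protein solution; 300mM KCl, 50mM Tris-HCl, 1mM EDTA, 1mM DTT, pH 7.5) received compound, then a probe mix of 5 nM fluorescein-DNA and 100nM Texas-615-DNA. Fluorescence polarization was read for both dyes.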
The depositor's hits bear a star; ? = inconclusive; / = not tested or not shown; [ ] = another dose, or the depositor's remark. Unless noted, calls come from the whole dose curve; as a rule, active = well fitted curve in the direction sought with a large enough effect; inconclusive = small, poorly fitted or top-dose-only effect, or another doubt; inactive = no such curve, though single readings can be large; an effect the other way counts as inactive or inconclusive. Some of the compounds tested; count on the stated rates, not on these rows.

molecule | POLK inh | TRHR ag | BLM helicase inh | Apoferritin bind | APEX1 inh | Pol iota inh | ALOX12 inh | POLB inh | ERG Ets-DNA blk
CC1CC(N(C(=O)c2ccc(Cl)cc2)c2ccccc2)c2ccccc2N1C(=O)c1ccco1 (stereo not given) | -22% | 0.0 | -12% | -7% | -8% | 1% | 2% | ? | -12%
COc1ccc(C)cc1S(=O)(=O)Nc1cc2c3c(c1)CCC(=O)N3CCC2 | -10% | 0.1 | / | / | 17% | 2% | ? | / | 7%
Cc1nn(C)c(C)c1S(=O)(=O)NC1CCCc2ccccc21 (stereo not given) | 19% | 0.5 | -5% | -9% | 17% | -7% | 12%[57.4 µM] | -1% | 9%
Cc1cc(N2CC(C)OC(C)C2)n2cc(-c3ccccc3)nc2n1 (stereo not given) | -7% | -0.2 | 1% | -2% | 0% | 45%[activator] | 3% | 47% | -8%
CN(CCc1ccccn1)Cc1ccc(Cl)cc1 | -8% | 0.2 | -3% | -5% | 13% | -6%[58.9 µM] | ? | 14% | 4%
Cc1cc2ccccc2n2c(SCC(=O)NCC3CCCO3)nnc12 (stereo not given) | 7% | 0.8 | 0% | -10% | 0% | 3% | 3% | -29% | 4%
O=C(COC(=O)C1=COCCO1)NCc1ccc(Cl)cc1 | 13% | -0.3 | -1% | -7% | 1% | 27% | 2% | 9% | -1%
O=C(O)c1cc(NS(=O)(=O)c2ccc(F)cc2)cc(NS(=O)(=O)c2ccc(F)cc2)c1 | -6% | / | / | / | -17% | -11% | ? | / | -9%
CC(=O)N1CCC(C(=O)NC2CCCc3c2cnn3-c2cc(F)cc(F)c2)CC1 (stereo not given) | -12% | 0.4 | 0% | 0% | 16% | 7% | 1% | 40% | 3%
CCCn1nc(NS(=O)(=O)c2ccccc2)c2cc3cc(C)ccc3nc21 | -10% | -0.7 | -10% | -9% | 3% | -3% | -4% | 11% | -3%

The last four records of the part before lead into the next.
molecule | POLK inh | TRHR ag | BLM helicase inh | Apoferritin bind | APEX1 inh | Pol iota inh | ALOX12 inh | POLB inh | ERG Ets-DNA blk
O=C(COC(=O)C1=COCCO1)NCc1ccc(Cl)cc1 | 13% | -0.3 | -1% | -7% | 1% | 27% | 2% | 9% | -1%
O=C(O)c1cc(NS(=O)(=O)c2ccc(F)cc2)cc(NS(=O)(=O)c2ccc(F)cc2)c1 | -6% | / | / | / | -17% | -11% | ? | / | -9%
CC(=O)N1CCC(C(=O)NC2CCCc3c2cnn3-c2cc(F)cc(F)c2)CC1 (stereo not given) | -12% | 0.4 | 0% | 0% | 16% | 7% | 1% | 40% | 3%
CCCn1nc(NS(=O)(=O)c2ccccc2)c2cc3cc(C)ccc3nc21 | -10% | -0.7 | -10% | -9% | 3% | -3% | -4% | 11% | -3%
Cc1ccc2c(c1)C1CCCC3C1N2CC(=O)N3Cc1ccccc1 (stereo not given) | / | 0.1 | -7% | ? | -5% | / | / | 0% | /
CC1=C(c2ccc(C(C)C)cc2)S(=O)(=O)NC1=NCc1ccc(OC(C)C)cc1 | 5% | -0.2 | 2% | -6% | / | -14% | -4% | -1% | -7%
Cc1ccc(-c2nc(N/N=C/c3cccnc3)c3ccccc3n2)cc1 | -7% | -0.2 | -4% | ? | ? | 9% | 16% | -9% | /
O=C(CN1C(=O)C2CC=CCC2C1=O)NCC(=O)Nc1ccc(F)c(F)c1 (stereo not given) | -13% | 0.1 | / | / | -3% | -2% | -3% | / | -3%
Cc1ccc(N(C(=O)CC2NC(=O)NC2=O)C2(C(=O)NC3CCCC3)CCCCC2)cc1 (stereo not given) | -10% | -0.5 | -1% | -1% | 1% | -6% | -9% | 2% | 2%
C[C@H](CO)N1C[C@H](C)[C@@H](CN(C)C(=O)Nc2ccc3c(c2)OCO3)Oc2ccc(NC(=O)Cc3ccccc3)cc2C1=O | 6% | / | / | / | 2% | 34%[activator] | -9% | / | 4%
CCOc1ccc(/C=C/C(=O)OC(C)C(=O)NC2CCCCC2C)cc1OC (stereo not given) | -15% | -1.6 | / | / | 9% | 35%[activator] | 8% | / | 2%
COc1ccc(CNS(=O)(=O)c2c(C)[nH]c(C)c2C(=O)N2CCCC2)cc1 | -18% | 0.5 | -3% | 8% | 11% | 6% | 1% | -8% | -4%
Cc1ccc(CNc2nc3ccccc3n3nnnc23)cc1 | -9% | 1.0 | 1% | -7% | 3% | 8% | 1% | 7% | -7%
COc1cccc(C(=O)N/N=C(\C)CC(=O)Nc2ccc(N(C)C)cc2)c1 | -11% | 0.2 | -3% | 3% | 1% | 108%[activator] | 7% | -3% | 0%
CCOc1ccc(NC(=O)CC(=O)Nc2ccc(OCC)cc2)cc1 | -4% | -1.1 | -3% | -2% | 11% | -9% | 0% | ? | 1%
Cc1nc(/C=C/c2ccccc2)[nH]c(=O)c1-c1ccccc1 | 1% | 0.9 | -1% | 0% | 1% | 138%[activator] | -25% | 35% | 14%
CC(=O)N1CCOc2ccc(S(=O)(=O)N3CCN(c4cc(C)ccc4C)CC3)cc21 | -10% | -0.9 | -13% | -1% | 10% | -12% | 18% | 22% | 6%
CCCOc1ccc(/C(O)=C2\C(=O)C(=O)N(c3ccccn3)C2c2ccccc2F)cc1C (stereo not given) | -14% | 0.3 | -5% | -20% | -7% | -2% | 0% | -9% | -9%
O=C(Nc1ccc(CN2CCOCC2)cc1)c1cc(Br)ccc1Cl | 11% | 1.0 | -5% | -16% | 14% | 47%[activator] | -14% | 24% | 11%
O=C(CSc1n[nH]c(=O)[nH]c1=O)c1ccc([N+](=O)[O-])cc1 | -14% | 0.5 | -1% | 3% | -1% | 35%[activator] | 0% | -16% | 3%
CN1CCC(N(C)S(=O)(=O)c2ccc(Cl)cc2)CC1 | 16% | 0.4 | -9% | -3% | 2% | -12% | -4% | 10% | -9%
CCc1ccccc1NC(=O)CSc1ncccc1C(=O)O | -6%[60.1 µM] | 0.0 | -2% | 4% | / | -1% | ? | -1% | 1%
CCOc1ccc(Br)cc1C(=O)N/N=C/c1cccnc1 | 3% | 1.9 | -10% | 2% | 43% | ? | 30%[activator] | -8% | -5%
O=C(Nc1cccnc1)c1cc(-c2ccc(Br)cc2)on1 | 1% | 0.6 | 0% | -2% | 11% | -7% | ? | 20% | 4%
COc1ccccc1NC(=O)CCN1C(=O)/C(=C/c2cc(OC)c(OC)c(OC)c2)SC1=S | -2% | 0.6 | -4% | -9% | 30% | 29% | 15% | -25% | 5%
CCSc1ccc(C(=O)Nc2cccc(C)n2)cc1[N+](=O)[O-] | -2% | 0.1 | -5% | -4% | -2% | ? | -26% | 3% | /
Cc1ccc(CSCCC(=O)N2CCN(c3ccc(F)cc3)CC2)cc1 | -6%[60.1 µM] | -0.9 | -9% | 246%[activator] | / | -18% | -19% | 2% | 0%
O=C(NCCCCc1ccccc1)c1cccc(NC(=O)C2CCCCC2)c1 | -4% | / | / | / | / | -29% | -23% | / | 5%
Cc1c(O)ccc(C(=O)COc2ccc(F)cc2)c1O | -16% | 0.2 | 2% | ? | -8% | 2% | 0% | 0% | 2%
O=C(Nc1sc2c(c1C(=O)O)CCC2)c1ccccc1 | ? | -0.2 | -2% | -7% | ? | ? | ? | 20µM* | 3%
CCN(CC)S(=O)(=O)c1ccc(C)c(NC(=O)CNCCN(C(C)C)C(C)C)c1 | 13% | -0.9 | 13% | -2% | -5% | -6% | -18% | -3% | 1%
Cc1cc(CNC(=O)c2cccc([N+](=O)[O-])c2)c2ccccc2n1 | 3% | 8.3 | -9% | -3% | 5% | -12% | 0% | 1% | -13%
O=C(CCC(=O)Nc1nnc(C2CCCCC2)s1)NCc1ccccc1 | 6% | -0.1 | -3% | -7% | 0% | -14% | ? | -1% | -7%
O=C1CC(c2ccccc2)Cc2[nH]c(=O)c(-c3nc(-c4ccc(Cl)cc4)cs3)cc21 (stereo not given) | -2% | 2.0 | -9% | -10% | / | 26% | ? | -12% | 0%
COc1ccc(OCCn2cc(/C(N)=N/O)c3ccccc32)cc1 | -9% | -1.3 | 4% | -7% | -5% | -1% | 3% | 23% | /
Cc1cc(Cl)ccc1NC(=O)CN1C(=O)C(=O)N(C2CCCC2)C1=O | -6% | 0.3 | / | / | -10% | 10% | 358%[activator] | / | 5%

Shown as a hit in POLB inh, among the entries above:
SMILES | POLK inh | BLM helicase inh | Apoferritin bind | Pol iota inh | ALOX12 inh | POLB inh | ERG Ets-DNA blk
O=C(Nc1sc2c(c1C(=O)O)CCC2)c1ccccc1 | ? | -2% | -7% | ? | ? | 20µM* | 3%

Screens from PubChem BioAssay.
